# Screens from PubChem.
# UPR XBP1 act: activators of adaptive arm of unfolded protein response (XBP1); CHO-XBP1 luciferase reporter, IRE1-XBP1 UPR activation, luminescence; percent of tunicamycin response, DMSO as zero; activation, % at 20 µM; 330,000 tested, 0.33% active; AID 463104;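 active = versus positive control, 20 µM dose yields 30% or more activation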;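 also: 100% = tunicamycin at 10 µg/mL and 0% = DMSO only wells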
#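 Signal: luciferase luminescence; Assay system: CHO-XBP1 luciferase reporter cells; Amount: one thousand reporter cells per well; Dosing: 20 µM single concentration, DMSO 1%; Benchmarks: high control tunicamycin 10 µg/mL final, low control DMSO vehicle only; Schedule: 6 h compound exposure at 37 °C, 5% CO2; Evaluation: percent activation relative to tunicamycin reference.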
# Mdm2-MdmX inh: human Mdm2/MdmX binding inhibition; O15151+Q00987; SaOS-2 split-luciferase Mdm2/MdmX complementation, luminescence; inhibition, % at 8 µM; 330,000 tested, 3% active;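 active = inhibition of at least 50% at 8 µM in the primary screen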
# UPR CHOP act: apoptotic UPR (CHOP) activation; 330,000 tested, 0.34% active; AID 449763; activation, % at 10 µM; CHO-CHOP luciferase reporter, luminescence; percent of tunicamycin response over DMSO baseline;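 active = at 10 µM dose, activation of 40% or more, normalized to positive control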;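 also: 100% = tunicamycin at 10 µg/mL and 0% = DMSO alone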
#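 Material: CHO-CHOP cells, stable luciferase reporter of PERK-eIF2a-CHOP signalling; quantity: 500 reporter cells seeded per well; buffer or medium: F12 medium containing 10% fetal bovine serum; compound: one dose, 10 µM in 0.5% DMSO; incubation: 6 h compound treatment, 37 °C; measured by: Steady-Glo luciferase luminescence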
# tim10-1 inh: growth inhibitors of tim10-1 mutant yeast; S. cerevisiae tim10-1 ts strain growth, BacTiter-Glo, 24 h; inhibition, % at 20 µM; 330,000 tested, 2.2% active;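 active = inhibition of at least 40%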;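 also: mutant grown at 25 °C; 0% = DMSO wells with yeast and 100% = wells holding no yeast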
# NLRP3 yeast inh: inhibitors of NALP3 inflammasome in yeast; 330,000 tested, 0.39% active; AID 2825; inhibition, % at 10 µM; Yeast reconstituted NLRP3/ASC/caspase-1, beta-gal luminescence, 24 h;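 active = inhibition of 50% or more; inactive = inhibition below 50%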;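 also: plate controls were induced DMSO wells for no effect and uninduced yeast grown without galactose for full effect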
# APJ ag: activates the human apelin receptor APJ; P35414; CHO-K1 APJ PathHunter beta-arrestin, luminescence; 0% DMSO wells, 100% apelin; AID 2520; activation, % at 20 µM; 330,000 tested, 0.11% active;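 active = activation more than six SD over the plate average, tested at 20 µM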;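 also: 0% = DMSO alone and 100% = apelin-13 at 10 nM; some results filed as inactive read as strong as hits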
# Target sequence (P35414 whole entry, looked up): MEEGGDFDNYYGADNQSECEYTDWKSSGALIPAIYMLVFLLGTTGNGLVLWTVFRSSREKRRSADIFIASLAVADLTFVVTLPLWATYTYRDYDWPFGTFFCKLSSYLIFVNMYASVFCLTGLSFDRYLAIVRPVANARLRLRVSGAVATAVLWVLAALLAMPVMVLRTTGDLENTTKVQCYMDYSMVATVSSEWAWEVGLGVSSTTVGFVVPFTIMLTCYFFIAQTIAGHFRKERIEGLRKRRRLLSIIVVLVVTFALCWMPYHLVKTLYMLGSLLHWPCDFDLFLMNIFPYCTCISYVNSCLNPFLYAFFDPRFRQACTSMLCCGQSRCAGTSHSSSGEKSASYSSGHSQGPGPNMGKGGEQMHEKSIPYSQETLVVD
#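 Test system: CHO-K1 APJ beta-arrestin complementation cell line | Compound: Single test compound dose, 20 µM final, 1% DMSO | Incubation: Compound 90 min 25 °C, reagent 1 h | Measured by: beta-gal luminescence | Read-out basis: APJ–arrestin association signal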
# TIM10 inh: growth inhibitors of TIM10 yeast strain; S. cerevisiae TIM10 strain growth, BacTiter-Glo luminescence, 24 h; inhibition, % at 10 µM; 330,000 tested, 1.4% active;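 active = inhibition of 40% or more at the single tested concentration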;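 also: wild-type TIM10 isogenic control strain grown at permissive 25 °C; 0% = DMSO yeast wells and 100% = minimal medium wells without yeast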
# tim23-1 inh: tim23-1 yeast growth inhibition; inhibition, % at 20 µM; S. cerevisiae tim23-1 growth, BacTiter-Glo luminescence, 24 h; 330,000 tested, 1.3% active;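 active = growth inhibition of the mutant yeast at or above 50%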;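 also: temperature-sensitive mutant grown at 25 °C; plate controls were DMSO-treated mutant yeast for no effect and medium wells lacking yeast for full effect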
# GRIN3A LBD mod: modulates the human NR3A ligand-binding domain; NR3A LBD differential scanning fluorimetry, Tm shift; 0% = protein alone, 100% = glycine-bound protein; Tm shift relative to glycine control, % at 25 µM; 340,000 tested, 2.5% active; AID 1259313;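 active = melting temperature shift of at least 10% of the positive control shift, at one fixed dose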
# * hit, by the source's call; / = not tested or not shown.
Compound	UPR XBP1 act	Mdm2-MdmX inh	UPR CHOP act	tim10-1 inh	NLRP3 yeast inh	APJ ag	TIM10 inh	tim23-1 inh	GRIN3A LBD mod
O=C(COc1nsnc1N1CCOCC1)Nc1ccc([N+](=O)[O-])cc1	0	4	2.0	3	13	1	8	15	1
COc1ccc(NC(=O)CSc2nnnn2Cc2ccccc2)cc1	-1	3	1.1	6	10	2	4	16	0
COc1ccc(S(=O)(=O)N2CCOCC2)cc1C(=O)N(C)CCOc1ccc(Cl)cc1	-2	-24	-1.0	9	0	1	10	5	0
Cc1ccc(/C=N/Nc2cc(C)nc(N3CCOCC3)n2)cc1	3	17	4.8	20	33	-2	-8	11	1
S=C(N/N=C/c1ccccc1)N1CCOCC1	2	14	27	10	25	-9	-13	7	-2
COc1ccccc1OC(C)c1nnc(SCC(=O)Nc2c(C)n(C)n(-c3ccccc3)c2=O)n1-c1ccccc1 (stereo not drawn)	0	21	-0.7	7	8	2	6	13	-1
COc1cccc(C2C3=C(CC(C)(C)CC3=O)Nc3n[nH]c(C)c32)c1 (stereo not drawn)	-2	10	-1.2	12	14	-2	-1	10	-1
CCc1cccc2c(=O)c(C(=O)N3CCOCC3)c[nH]c12	2	-7	-0.6	23	15	0	1	27	1
Cc1cc(C)cc(NC(=O)CC2Oc3ccc(C)cc3NC2=O)c1 (stereo not drawn)	-4	15	-0.8	-18	0	-4	-2	-10	0
CC(=O)Nc1ccc(NC(=O)C(C)OC(=O)C2CCCC2)cc1 (stereo not drawn)	1	-4	0.6	19	24	0	2	9	1
CCCCNS(=O)(=O)c1ccc(NC(=O)C2c3ccccc3Oc3ccccc32)cc1	1	34	0.0	5	14	-1	3	7	19*
COc1ccccc1NC(=O)N1CCC(NC(=O)C2CCCCC2)CC1	0	4	-1.1	-94	18	-3	-1	5	3
Cc1cc(C)cc(-n2c(=O)c3sccc3n(CC(=O)NCc3ccco3)c2=O)c1	0	24	1.4	8	8	-3	-9	-10	2
COc1ccc([C@@H]2CC=C(C(=O)O)[C@H](c3ccc(F)cc3)N2S(=O)(=O)c2ccccc2C)cc1	0	4	-1.8	7	16	2	1	15	1
FC(F)Oc1ccc(/C=N/NC(=S)Nc2cc(C(F)(F)F)ccc2Cl)cc1	-1	6	-0.1	24	7	-2	11	6	35*
Cc1cccc(NC(=S)NCCc2ccccn2)c1	5	7	0.1	7	2	-4	14	4	2
O=C1C=C(c2ccc(C(=O)O)cc2)C[C@@H](c2ccc(F)cc2)C1	0	-3	5.1	15	3	-1	4	11	0
COc1cc(C(=O)OCCCN(C)C)cc(OC)c1OC	4	13	0.1	-18	20	-1	-9	-2	3
COc1ccccc1N1CCN(C(=O)C2c3ccccc3Oc3ccccc32)CC1	6	64*	-1.7	45*	1	-7	24	33	1
O=C(Nc1cccc(Cl)c1)c1cnn2cccnc12	5	-52	1.5	23	53*	-6	52*	45	2
CCOc1ccc2nc(N/C(N)=N/C(=S)Nc3cccc(C)c3)nc(C)c2c1	3	8	1.1	31	2	-5	18	25	23*
COC(=O)c1ccc(C2c3c(oc4ccc(Cl)cc4c3=O)C(=O)N2CCN2CCOCC2)cc1 (stereo not drawn)	0	6	1.8	3	14	-4	13	-2	-1
Brc1ccc(CNCC2CCCO2)cc1 (stereo not drawn)	-5	-21	-1.4	-3	9	1	3	8	0
COc1cccc(OCC(=O)NC2CCS(=O)(=O)C2)c1 (stereo not drawn)	3	-12	-0.5	-3	15	8	-1	3	0
Cc1nnsc1C(=O)N/N=C/c1ccccc1	6	7	-0.4	15	15	0	0	-12	0
CCOC(=O)CSc1nc2c(sc3ccc([N+](=O)[O-])cc32)c(=O)n1Cc1ccco1	-1	15	-1.0	18	2	-1	7	7	-2
O=C(Cn1[nH]c(=O)c2ccccc2c1=O)OCC(=O)c1ccc(F)cc1	-1	-2	-1.1	5	4	-8	3	0	/
CN(C)c1ccc(C(=O)NCC(c2cccs2)N2CCOCC2)cc1 (stereo not drawn)	0	2	1.5	-8	1	1	9	7	0
COc1ccc([C@H]2CC(=O)C=C(C#CC(C)(C)C)C2)cc1	0	-15	-0.8	20	26	1	9	32	0
COc1ccc(NC(=O)CNc2cc(S(=O)(=O)N3CCOCC3)ccc2NCC2CCCO2)cc1 (stereo not drawn)	-3	8	0.6	20	20	4	0	8	-5
CN1C(c2ccc(F)cc2)=CS/C1=C(\C#N)c1nnc2n1-c1ccccc1SC2	-4	16	0.2	24	21	-6	4	28	-3
Cc1n[nH]c(C)c1S(=O)(=O)N1CCCC(C(=O)Nc2ccc3c(c2)OCCO3)C1 (stereo not drawn)	-3	19	-2.0	8	-1	5	3	14	/
CC1CCCCN1C(=O)c1ccc(C(=O)c2ccccc2)cc1 (stereo not drawn)	1	-14	0.3	29	22	-1	12	41	0
CCOc1ccc(S(=O)(=O)NC(Cc2cnc[nH]2)C(=O)O)cc1 (stereo not drawn)	0	14	-0.2	2	7	1	-9	-5	1
Cc1ccc(C(=O)NC(=S)NCC(=O)c2ccccc2)cc1	1	-13	3.4	11	3	0	4	-3	2
CC(=O)NC(CC(=O)NCC(c1ccco1)N(C)C)c1ccccc1 (stereo not drawn)	1	-9	-1.8	19	1	-1	-8	-3	4
CCN(C(=O)CSc1ccc2ccccc2c1)C1CCS(=O)(=O)C1 (stereo not drawn)	-2	6	-1.1	13	5	-4	8	15	2
CCn1nc(C)cc1C(=O)N1CCCC(N(C)CCc2ccc(OC)c(OC)c2)C1 (stereo not drawn)	-4	15	-0.7	0	2	-3	1	-4	-1
CC12CCC(C(=O)N3CCCCCC3)(OC1=O)C2(C)C (stereo not drawn)	-4	-5	0.0	1	7	-5	8	17	-2
CN(CC(=O)Nc1ccccc1Br)c1ncnc2sccc12	-1	27	-0.5	7	11	-4	-3	-11	-3
CC1CN(C(=O)N2CCCCC2)CCN1C(=O)N1CCCCC1 (stereo not drawn)	-1	-2	-1.2	-2	4	-1	-23	3	0
Cc1ccc(C(=O)C2=C(O)C(=O)N(c3ncccn3)C2c2ccccc2F)o1 (stereo not drawn)	-4	17	2.5	16	14	5	-4	6	1
COc1ccc(C(C(=O)NCC2CCCO2)N(C(=O)c2snc(C(N)=O)c2N)c2ccc(C)cc2)cc1OC (stereo not drawn)	-4	11	-0.1	-8	4	-3	-12	15	-3
COCCCNC(=O)CC1C[C@H](C(=O)N(C(C)C)C(C)C)[C@@]2(C)c3[nH]c4ccccc4c3CCN2C1=O (stereo partly drawn)	1	10	-0.2	-1	3	-1	-6	-1	1
O=C(Nc1ccc2c(c1)C(=O)N(c1ccccc1)C2=O)C1CCCO1 (stereo not drawn)	5	-14	3.1	11	6	-3	-3	2	-1
CC1CCCCC1NC(=O)COC(=O)CN1C(=O)c2ccccc2C1=O (stereo not drawn)	-2	-17	-1.9	15	13	-1	13	22	-5
CC1CCCCN1C(=O)COc1ccc2ccc(=O)oc2c1 (stereo not drawn)	-7	13	1.2	3	-1	-3	-11	-3	-1
Cc1cc(C)c(NC(=O)C2CCCN2C)c(C)c1 (stereo not drawn)	1	-9	1.2	-2	-2	-1	3	6	-2
Cc1ccoc1C(=O)NCCNC(=O)c1occc1C	0	23	0.6	4	-5	-1	-1	14	-1
Cc1ccc(-n2ncc3c(=O)n(-c4ccc(C)c(C)c4)c(-c4ccco4)nc32)cc1	1	1	0.8	12	12	9	1	22	4
COC(=O)CCCC1=CC2=CC(=O)C(C)(OC(=O)C3CCCC3)C(=O)C2=CO1 (stereo not drawn)	-2	19	0.5	2	10	0	0	10	-16
COc1cc(NC(=O)C(=O)NNC(=O)C2CCCCC2)c(OC)cc1Cl	1	28	1.4	-1	11	-3	-7	-5	-2
O=C(CN1C(=O)c2ccccc2C1=O)NCc1ccncc1	-1	-3	-1.0	3	4	-4	-1	-2	-1
O=[N+]([O-])c1ccccc1CNC(Cc1ccccc1)c1ccccc1 (stereo not drawn)	-4	1	1.9	36	-4	-3	32	29	0
COc1cc(NC(=O)c2ccccc2[N+](=O)[O-])ccc1NC(=O)c1cc2ccccc2o1	-3	13	5.7	6	32	6	21	16	7
Cc1ccc(N(C(=O)c2csnn2)C(C(=O)NC2CCCCC2)c2cccnc2)c(C)c1 (stereo not drawn)	-5	24	0.8	-15	18	0	3	4	0
CC1Cc2ccccc2N1S(=O)(=O)c1cccc(C(=O)NCCCn2ccnc2)c1 (stereo not drawn)	-2	24	-1.7	-1	0	0	-27	0	-1
COc1ccc(NC(=O)COC(=O)CN2C(=O)C3CC=CCC3C2=O)c([N+](=O)[O-])c1 (stereo not drawn)	-2	29	-0.1	7	3	-4	10	15	2
Cc1cc(C)n2cnnc2n1	-2	7	-0.8	-11	19	-5	4	-5	-2
Cc1ccc(CNC(=O)C2CC(=O)N(c3ccc(OCC(=O)N4CCCC4)cc3)C2)cc1 (stereo not drawn)	-2	-2	-2.4	13	-1	-5	-14	4	0

# Part of the list above, with two lines to a compound.
# Values in the order – UPR XBP1 act	Mdm2-MdmX inh	UPR CHOP act	tim10-1 inh	NLRP3 yeast inh	APJ ag	TIM10 inh	tim23-1 inh	GRIN3A LBD mod
> Cc1ccc(-n2ncc3c(=O)n(-c4ccc(C)c(C)c4)c(-c4ccco4)nc32)cc1
→ 1	1	0.8	12	12	9	1	22	4
> Cc1ccc(N(C(=O)c2csnn2)C(C(=O)NC2CCCCC2)c2cccnc2)c(C)c1 (stereo not drawn)
→ -5	24	0.8	-15	18	0	3	4	0
> Cc1ccc(CNC(=O)C2CC(=O)N(c3ccc(OCC(=O)N4CCCC4)cc3)C2)cc1 (stereo not drawn)
→ -2	-2	-2.4	13	-1	-5	-14	4	0

# Additional structures follow.
Compound	UPR XBP1 act	Mdm2-MdmX inh	UPR CHOP act	tim10-1 inh	NLRP3 yeast inh	APJ ag	TIM10 inh	tim23-1 inh	GRIN3A LBD mod
CCCCOC(=O)CNc1n[nH]c(=S)[nH]c1=O	-3	23	-1.4	5	9	-5	-16	8	1
CCCN(CC(=O)Nc1ccccc1OC)C(=O)c1cccc(S(=O)(=O)Nc2ccc(OC)cc2)c1	3	4	-1.4	13	6	-8	8	15	2
COc1cc(/C=N/NC(=S)Nc2cccc(S(=O)(=O)N(C)C)c2)ccc1O	2	13	3.1	34	-6	1	25	30	-5
Cc1cccc(-n2c(-c3csc(C)c3)n[nH]c2=S)c1	2	-6	-1.3	41*	12	3	7	19	0
Cc1ccc(NC(=S)Nn2cnnc2)cc1	-2	-14	-2.7	-8	5	-4	-32	9	-2
Cn1c(=O)c2c(SCC(=O)N3CCOCC3)nc(C3CC3)nc2n(C)c1=O	-5	14	0.6	-6	21	-5	-4	-11	5
COc1ccc(/C=C/C(=O)OCC(=O)Nc2ccc(N3CCOCC3)cc2)cc1	0	5	-0.5	-7	24	-2	-10	0	3
